ROMK primary: modulates human ROMK potassium channel activity | Tet-inducible ROMK, thallium flux fluorescence; actives lie on both sides | 130,000 compounds, 2% hits | B-score at 10 µM | AID 1918 | P48048;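 active = signal ratio slope over the read window, or its plate-corrected B-score, at least 3 SD from the plate mean, either direction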;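 also: B-score of the F/F0 ratio slope over 7 to 12 s after thallium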
S1P3 antagonist: S1P3 (human) receptor antagonism; Q99500; AID 485; inhibition, % at 4.98 µM; 170,000 compounds, 0.27% hits; CHO S1P3 NFAT-BLA reporter, FRET fluorescence, antagonist mode;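 active = inhibition above the plate cutoff, the mean inhibition of test wells on that plate plus 3 SD, cut at about 28% in these data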;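 also: cells challenged with S1P at its EC80 of 0.8 µM; blue over green emission ratio from cleaved BLA substrate after 4 h stimulation; 0% = S1P-stimulated wells and 100% = unstimulated DMSO-only wells; some compounds past the cut are filed as inactive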
Active calls of the source: *; . = no result given.

SMILES	ROMK primary	S1P3 antagonist
Cc1ccc(CN2CCN(Cc3cccc4nccnc34)CC2CCO)cc1 (configuration not stated)	.	10
Cc1c(NC(=O)c2cccnc2)c(=O)n(-c2ccccc2)n1C	0.093	8

Screens as filed in PubChem BioAssay.

Not all compounds are listed, so the mix of outcomes need not match the whole.
